PAFAH1B3 inh = blocks human PAF acetylhydrolase 1B catalytic subunit 3 | 0.28% of 340,000 active | Q15102 | recombinant PAFAH1B3, FP-rhodamine probe, fluorescence polarization | inhibition, % at 3.39 µM;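 active = inhibition above the screen-wide average of all tested compounds plus 3 SD, cut at about 25% in these data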;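 also: 0% = enzyme with DMSO only and 100% = wells lacking PAFAH1B3 protein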
LYPLA1 inh = counter-screen for PME1 inhibitors: inhibitors of human LYPLA1 | O75608 | recombinant LYPLA1, FP-Rh probe fluorescence polarization | inhibition, % at 5.9 µM | 0.16% of 320,000 active | AID 2174;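 active = inhibition above the mean of all tested compounds plus 3 SD, set per campaign, cut at about 14% in these data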;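 also: inhibitors block serine hydrolase probe labeling of LYPLA1 so polarization falls; 0% = enzyme with DMSO and 100% = wells lacking LYPLA1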
Target sequence (O75608 whole entry, looked up): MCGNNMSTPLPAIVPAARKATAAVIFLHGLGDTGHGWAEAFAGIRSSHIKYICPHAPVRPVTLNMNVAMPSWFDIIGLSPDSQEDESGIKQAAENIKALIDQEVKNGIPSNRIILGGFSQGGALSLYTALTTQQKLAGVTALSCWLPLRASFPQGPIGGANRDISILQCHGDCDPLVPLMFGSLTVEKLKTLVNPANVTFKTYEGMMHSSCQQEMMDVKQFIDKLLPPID
pPAFAH inh = pPAFAH (human) enzyme inhibition. Q13093. recombinant pPAFAH, FP-rhodamine probe fluorescence polarization. inhibition, % at 3.39 µM. 1.5% of 330,000 active. AID 463082;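 active = inhibition above the mean inhibition across the screen plus 3 SD, cut at about 25% in these data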;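 also: inhibitors block binding of the rhodamine activity-based probe so polarization drops; 0% = enzyme with DMSO and 100% = wells lacking pPAFAH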
Target sequence (Q13093 whole entry, looked up): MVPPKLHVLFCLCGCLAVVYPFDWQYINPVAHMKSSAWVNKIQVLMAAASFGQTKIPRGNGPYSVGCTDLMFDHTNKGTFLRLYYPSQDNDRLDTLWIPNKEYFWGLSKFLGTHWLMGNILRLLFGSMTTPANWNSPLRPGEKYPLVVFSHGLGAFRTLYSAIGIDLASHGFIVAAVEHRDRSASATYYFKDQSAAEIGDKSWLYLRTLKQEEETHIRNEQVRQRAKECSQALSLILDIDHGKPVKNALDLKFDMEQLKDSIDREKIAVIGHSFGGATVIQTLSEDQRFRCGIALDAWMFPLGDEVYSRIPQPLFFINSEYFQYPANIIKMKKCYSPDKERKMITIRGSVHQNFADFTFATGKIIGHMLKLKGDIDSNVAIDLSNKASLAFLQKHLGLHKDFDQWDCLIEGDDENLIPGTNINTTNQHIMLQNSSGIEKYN
PAFAH1B2 FP inh = inhibitors of human PAFAH1B2. 1.2% of 340,000 active. recombinant PAFAH1B2, FP-rhodamine activity probe, fluorescence polarization. inhibition, % at 3.39 µM;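 active = inhibition above the mean of all tested compounds plus 3 SD, cut at about 24% in these data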;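 also: 0% = enzyme with DMSO and 100% = wells lacking PAFAH1B2; many of its hits are not listed in these tables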
LYPLA2 inh = blocks human lysophospholipase 2, a PME1 counter-screen; O95372; 0.38% of 320,000 active; inhibition, % at 5.9 µM; recombinant LYPLA2, FP-Rh probe fluorescence polarization; AID 2177;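 active = inhibition above the screen-wide mean plus 3 SD, limit set per campaign, cut at about 26% in these data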;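 also: 0% = LYPLA2 with DMSO and 100% = wells lacking LYPLA2 enzyme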
Target sequence (O95372 whole entry, looked up): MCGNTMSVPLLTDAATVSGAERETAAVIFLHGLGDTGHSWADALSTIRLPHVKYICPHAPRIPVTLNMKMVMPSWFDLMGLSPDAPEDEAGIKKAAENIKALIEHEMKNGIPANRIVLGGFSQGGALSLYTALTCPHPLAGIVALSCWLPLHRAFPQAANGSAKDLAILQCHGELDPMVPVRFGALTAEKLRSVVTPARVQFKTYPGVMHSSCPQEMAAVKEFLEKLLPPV
PREPL inhibitor = inhibits the human prolyl oligopeptidase-like enzyme. recombinant PREPL, fluorescence polarization activity-based probe. inhibition, % at 5.96 µM. 0.68% of 320,000 active. AID 2751. Q4J6C6; in the data active = inhibition above about 43%;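 also: 0% = enzyme with DMSO and 100% = wells lacking enzyme; many of its hits are not listed in these tables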
PAFAH2 inh = inhibitors of human PAFAH2; AID 492956; Q99487; 0.99% of 340,000 active; recombinant PAFAH2, FP-rhodamine activity probe, fluorescence polarization; inhibition, % at 3.39 µM;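 active = inhibition above the mean over all tested compounds plus 3 SD, cut at about 30% in these data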;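 also: inhibitors block probe labeling of enzyme so polarization drops; 0% = enzyme with DMSO and 100% = wells lacking PAFAH2 protein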
GSTO1 counter = blocks human GSTO1 in RBBP9 counter-screen; P78417; recombinant GSTO1, activity-based probe fluorescence polarization; inhibition, % at 5.96 µM; 1.1% of 300,000 active; AID 1974;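 active = inhibition above the campaign mean inhibition plus 3 SD, cut at about 35% in these data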;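 also: 0% = GSTO1-1 with DMSO and 100% = wells lacking GSTO1-1 enzyme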
PAD4 FP inh = inhibitors of human PAD4 | inhibition, % at 6.36 µM | recombinant PAD4, RCA probe fluorescence polarization | 0.41% of 330,000 active;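 active = percent inhibition above a cutoff equal to the mean of all tested compounds plus 3 SD, cut at about 15% in these data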;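 also: 0% = PAD4 with RCA probe and DMSO and 100% = probe without PAD4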
* hit, by the source's call; . = not tested or not shown. The list is partial (hit frequency here may not be typical).

SMILES	PAFAH1B3 inh	LYPLA1 inh	pPAFAH inh	PAFAH1B2 FP inh	LYPLA2 inh	PREPL inhibitor	PAFAH2 inh	GSTO1 counter	PAD4 FP inh
O=C(COC(=O)c1ccco1)NCC1CCCO1 (configuration not stated)	0	0	-1	2	4	5	7	1	-3
Cc1ccc(N(C)S(=O)(=O)c2cc(-c3cnc(C4CC4)o3)ccc2C)cc1	3	4	4	-1	3	3	10	-5	0
O=C(CN1C(=O)NC2(CCCC2)C1=O)NCCc1ccccc1	11	.	-2	6	.	1	5	.	-3
O=C(CSc1nnc(-c2ccco2)o1)N1c2ccccc2CCc2ccccc21	1	2	2	6	8	8	-1	1	5
Cc1ccc(C)c(OCCC(=O)OCC(=O)c2ccc3c(c2)NC(=O)CO3)c1	4	2	7	3	8	2	-3	12	-1
O=C(Nc1cc(=O)[nH]c2ncnn12)c1ccc(Cl)cc1Cl	-2	-5	0	0	-2	7	3	6	-2
Cc1noc(C)c1C(=O)OC(C)C(=O)Nc1ccc2c(c1)OCO2 (configuration not stated)	6	.	1	4	.	3	7	.	-5
Cc1ccc(-n2ccnc(SCC(=O)NC3CCCCC3)c2=O)cc1F	6	-3	2	2	-5	14	1	9	6
COc1ccc(OC)c(-c2csc(NC(=O)CN3C(=O)NC4(CCCC4)C3=O)n2)c1	4	-2	1	0	-3	0	3	2	-3
CCCC1=[N+](CC(=O)c2ccc(Br)cc2)CCn2cccc21	7	0	12	1	-1	21	-1	2	-6
Cc1ccc(OCC(=O)Nc2cccc3c2CCCC3)cc1C	4	1	6	6	-6	16	-18	4	-1
COc1cccc(C(=O)Nc2ccc(S(=O)(=O)Nc3cc(C)nc(C)n3)cc2)c1	2	4	6	0	0	9	3	10	5
CC(=O)N1CCN=C1SCc1ccc(Br)cc1	13	-2	1	4	-2	19	-3	0	-3
COc1ccc(CCC(=O)Nc2nccs2)cc1OC	12	-1	-5	5	-2	11	2	0	2
Cc1ccc(-c2cc3nc(-c4ccc(Br)cc4)cc(N)n3n2)cc1	2	-2	-5	2	-3	10	-5	-3	-4
Clc1ccc(C2=CSC3=NCCN23)c(Cl)c1	4	-1	2	2	6	6	-1	0	-3
CC(=O)NS(=O)(=O)c1ccc(NC(=O)CSc2ccc(Cl)cc2)cc1	.	0	4	.	5	-6	.	-8	-7
CCCOc1ccc2c3c(c(=O)oc2c1)CCCC3	13	-1	20	6	1	-7	5	3	-4
Cc1[nH]c2ccccc2c(=O)c1CN(C)Cc1ccccc1	6	-2	4	-1	-1	3	9	5	2
Cc1nc2c(C#N)cnn2c2c1CCNN2C	1	-4	6	0	-5	22	-4	11	0
CN1N=C(c2ccc(F)c(F)c2)CSC1=NCc1ccccc1	10	2	-2	2	1	3	1	-1	-6
CCn1c(SCc2nc3ccccc3c(=O)[nH]2)nc2ccccc2c1=O	-1	-1	0	2	1	2	9	2	-2
COc1ccccc1-c1csc(-n2ncc(C#N)c2N)n1	3	22*	10	1	24	-3	25	-7	-4
COc1ccc(C)cc1NC(=O)C(OC(=O)CNC(=O)c1cc(C)cc(C)c1)c1ccccc1 (configuration not stated)	-3	-6	0	-4	-13	-4	-2	-1	1
O=C(c1ccccc1)[C@@H]1[C@@H]2C(=O)N(c3ccc(F)cc3)C(=O)[C@@H]2C2CCCN21 (some centres not stated)	-1	-7	2	-1	-10	4	18	2	1
SMILES	PAFAH1B3 inh	LYPLA1 inh	pPAFAH inh	PAFAH1B2 FP inh	LYPLA2 inh	PREPL inhibitor	PAFAH2 inh	GSTO1 counter	PAD4 FP inh
O=C1CS/C(=N\NC(=O)c2ccccc2)N1	.	1	-2	.	-1	3	.	10	-1
CCN(C(=O)COC(=O)c1cnc(C)cn1)C1CCS(=O)(=O)C1 (configuration not stated)	-1	3	-1	3	-3	3	0	-7	0
CCN1CCN(CC(=O)Nc2cc3c(cc2C(C)=O)OCO3)CC1	5	-1	-30	1	0	-2	-2	-5	-1
CCCn1c(SCC(=O)Nc2ccc3c(c2)OCO3)nc2c1c(=O)n(C)c(=O)n2C	-6	0	0	3	3	16	3	4	-4
Cc1cc(/C=C(\C#N)C(=O)O)c(C)n1CCC(C)C	1	4	-6	3	-1	9	-1	-4	-8
O=C(Nc1ccc(Cl)c(NC(=O)c2cccs2)c1)c1ccco1	0	-4	4	1	0	5	2	0	4
COc1ccc(-c2ccc(CCC(=O)O)n2CC2CCCO2)cc1 (configuration not stated)	-7	-2	-2	-6	-7	7	-1	7	1
CCOC(=O)N1CCN(S(=O)(=O)c2ccc(C)c(C)c2C)CC1	0	-2	-1	-1	-5	-6	5	5	-6
O=C(NCc1ccc(Cl)c(Cl)c1)c1ccc2c(c1)OCO2	2	-2	4	6	6	2	-2	-5	-3
COc1ccc(C(CNC(=O)C(C)Oc2ccc(Br)cc2)N2CCOCC2)cc1 (configuration not stated)	6	0	-1	6	1	-5	-4	12	2
Cc1ccc(Nc2cc(-n3nc(C)cc3C)ncn2)c(C)c1	10	-2	9	4	-7	-1	2	4	1
COc1ccc(S(=O)(=O)N2CCN(Cc3cccc(Cl)c3)CC2)cc1	3	-2	-3	5	3	-14	-11	2	3
Fc1ccccc1OCCn1c(=S)[nH]c2ccccc21	9	1	10	-5	10	12	-12	4	-2
CCc1nc(SCC#N)c(C#N)cc1C	.	-1	6	.	7	-5	.	-2	-2
CCN(CC)S(=O)(=O)c1ccc(OC)c(NC(=O)C(C)Oc2ccc3c(C)cc(=O)oc3c2)c1 (configuration not stated)	-1	3	4	1	6	-10	-3	-5	-1
CN1C(=O)[C@H]2[C@@H](c3ccc(F)cc3)N3C(=O)c4ccccc4NC(=O)[C@@]3(C)[C@H]2C1=O	5	0	1	2	2	5	-2	-4	0
Cc1cc(C)c(OCCCCN2CCNCC2)c(C)c1	10	1	3	3	-1	-16	3	0	-5
O=C(NCc1ccc2c(c1)OCO2)C1(S(=O)(=O)c2ccccc2)CC1	10	4	-2	2	3	6	-5	2	-3
C[C@]1(CC/C(=C/CO)CO)[C@H](CO)CC[C@@]23COC(=O)C2=CCC[C@@H]31	5	0	4	-1	-7	2	-6	1	-5
C(CCCN1CCCCC1)CCN1CCCCC1	8	0	1	8	2	1	9	-2	0
Nc1nnc(Sc2ncccc2[N+](=O)[O-])s1	-3	1	0	1	3	-3	2	5	-3
CNC(=O)C(=O)NCC1OCCN1S(=O)(=O)c1ccc([N+](=O)[O-])cc1 (configuration not stated)	4	-3	-3	2	-5	8	-10	-4	-2
CCC(CO)Oc1cc(NC(=O)c2ccc([N+](=O)[O-])cc2)c2ncn(C(C)C)c2c1 (configuration not stated)	7	.	7	6	.	19	2	.	2
COc1cccc(NC(=O)CN(C)S(=O)(=O)/C=C/c2ccccc2)c1	6	0	4	1	-3	-5	-7	.	4
CCN1CCN(c2cc3nc(C)n(Cc4ccccc4)c(=O)c3cc2NC(=O)c2ccccc2F)CC1	1	-4	-7	-1	-2	-50	4	-4	-2
SMILES	PAFAH1B3 inh	LYPLA1 inh	pPAFAH inh	PAFAH1B2 FP inh	LYPLA2 inh	PREPL inhibitor	PAFAH2 inh	GSTO1 counter	PAD4 FP inh
CCCCN(CC)CCNC(=O)CCNC(=O)Cn1ccc2ccccc2c1=O	4	-2	-2	9	1	9	-4	4	-2
CN1CCN(CC(=O)Nc2ccc(Oc3ccccc3)cc2)CC1	0	1	3	4	2	-3	-2	-7	-5
COc1ccc(C2NN=C(c3c[nH]c4ccccc34)C2O)cc1 (configuration not stated)	5	-7	-1	0	-13	9	2	-10	-20
Cc1ccc(C)c(C(C)NC(=S)NCc2ccc(F)cc2)c1 (configuration not stated)	6	-1	-5	2	-4	2	-18	-3	-4
CC(C)CCn1nnnc1C(c1ccccc1F)N1CCC(C(N)=O)CC1 (configuration not stated)	5	3	1	12	0	13	1	-5	0
COc1ccc(N=Nc2c(-c3ccc(OC)cc3)[nH]oc2=O)cc1	-4	0	7	9	8	-4	-2	8	-1
CCOC(=O)CCC(=O)N(CCN(C(=O)CCC(=O)OCC)c1ccccc1)c1ccccc1	5	-9	1	8	-2	8	5	0	4
CN1CCN(c2ccc([N+](=O)[O-])cc2NC(=O)c2ccccc2Cl)CC1	1	1	-8	-4	-2	18	6	-12	2
O=C(O)c1ccc2c(c1)NC(=O)C(N1CCCC1)S2 (configuration not stated)	-2	4	-1	1	3	14	-2	6	3
COc1cccc(C(=O)NCC2CCN(c3ccc(S(=O)(=O)N4CCOCC4)cc3)CC2)c1	16	0	-7	4	29*	-2	8	-3	1
Cn1c(=O)n(C)c2cc(S(=O)(=O)Nc3cc(Cl)ccc3O)ccc21	-4	-2	6	0	-8	4	-3	5	-7
COc1cccc(C(=O)NC2CCCc3ccccc32)c1 (configuration not stated)	-4	-2	2	7	-3	-6	-4	4	7
N#CCCCN1C(=O)C(=C(C#N)C#N)c2ccccc21	9	0	8	0	2	-3	-8	14	-1
CC1(C)CC(=O)C(C(O)c2cccc([N+](=O)[O-])c2)C(C)(C)N1 (configuration not stated)	12	-4	3	6	3	10	4	-2	1
COC(=O)c1ccc(CO/N=C2\CCCc3nonc32)cc1	11	-2	-5	-3	2	0	7	-12	-3
COc1cc(C(=O)NNC(=O)c2ccc(F)cc2)ccc1OCC(=O)N1CCOCC1	5	2	-2	4	6	7	-6	.	1
O=C(O)CCc1ccc(-c2cccs2)n1NC(=O)c1ccc(Cl)cc1Cl	0	1	8	0	1	6	14	0	-1
C#CCOCCOCCOCCNc1nc(N2CCN(C(=O)CCCCCCCCCCNC(=O)[C@H](CO)n3cc(CCCSC)nn3)CC2)nc(N2CCN(C(=O)CCCCCCCCCCNC(=O)[C@H](CCCCN)n3cc(CCO)nn3)CC2)n1	-3	.	-1	-5	.	30	-5	.	2
Cn1c(Cc2cccc3ccccc23)nnc1SCc1ccc([N+](=O)[O-])cc1	13	1	4	8	-4	1	1	-2	0
O=C(CN(Cc1ccc(Br)cc1)S(=O)(=O)c1ccccc1)NCc1ccccn1	5	-1	0	9	7	-34	13	5	3
Brc1cc(/C=N/n2cnnc2)oc1Br	1	1	-2	1	8	7	1	9	-1
CCOc1ccc(-c2noc(=O)[nH]2)cc1	4	0	1	6	4	10	3	6	4
O=C(N/N=C/c1ccc(Cl)cc1)C1CC12CCC2 (configuration not stated)	0	1	4	4	2	4	-1	-3	0
O=C(/C=C/c1ccc(Cl)cc1)NCCc1ccccc1	3	-1	9	5	3	-15	4	0	-1
C[C@H](CO)N1C[C@H](C)[C@@H](CN(C)C(=O)Nc2ccccc2)Oc2ccc(NC(=O)Cc3ccccc3)cc2C1=O	0	.	4	2	.	10	-1	.	-1
SMILES	PAFAH1B3 inh	LYPLA1 inh	pPAFAH inh	PAFAH1B2 FP inh	LYPLA2 inh	PREPL inhibitor	PAFAH2 inh	GSTO1 counter	PAD4 FP inh
CN(Cc1ccccc1)C(=O)COC(=O)/C=C/c1ccc2c(c1)OCO2	9	.	4	2	.	6	9	.	-1
O=C(COc1ccccc1)Nc1ccc(-c2nnc(-c3ccco3)o2)cc1	1	0	-2	-3	-1	8	0	0	-4
C=CCNCCCOc1ccc(C(C)(C)c2ccccc2)cc1	3	2	5	9	11	-46	5	7	3
COCCOC(=O)c1[nH]c2c(c1C)C(=O)CC(c1cc(OC)c(OC)c(OC)c1)C2 (configuration not stated)	3	3	5	7	3	2	8	2	-1
CC(C)(C)NC(=O)COc1ccc2oc3c(c2c1)CCCC3	-13	2	12	-6	3	8	2	-1	0
COc1ccccc1N1CC(C(=O)OCc2nc(N)nc(Nc3ccccc3)n2)CC1=O (configuration not stated)	-1	1	0	3	-1	3	11	.	4
COc1ccc(N2CCN(C(c3ccccc3OC)c3nnnn3Cc3ccco3)CC2)cc1 (configuration not stated)	4	2	2	1	16	21	0	5	-1
